# STK33 inh – blocks human STK33 kinase activity; inhibition, % at 10 µM; 0.073% of 320,000 active; purified STK33, MBP phosphorylation, ADP-Glo luminescence;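 active = inhibition at or above 25%, using the most active replicate where run in duplicate; inactive = inhibition below 25%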
# Target sequence (Q9BYT3 whole entry, looked up): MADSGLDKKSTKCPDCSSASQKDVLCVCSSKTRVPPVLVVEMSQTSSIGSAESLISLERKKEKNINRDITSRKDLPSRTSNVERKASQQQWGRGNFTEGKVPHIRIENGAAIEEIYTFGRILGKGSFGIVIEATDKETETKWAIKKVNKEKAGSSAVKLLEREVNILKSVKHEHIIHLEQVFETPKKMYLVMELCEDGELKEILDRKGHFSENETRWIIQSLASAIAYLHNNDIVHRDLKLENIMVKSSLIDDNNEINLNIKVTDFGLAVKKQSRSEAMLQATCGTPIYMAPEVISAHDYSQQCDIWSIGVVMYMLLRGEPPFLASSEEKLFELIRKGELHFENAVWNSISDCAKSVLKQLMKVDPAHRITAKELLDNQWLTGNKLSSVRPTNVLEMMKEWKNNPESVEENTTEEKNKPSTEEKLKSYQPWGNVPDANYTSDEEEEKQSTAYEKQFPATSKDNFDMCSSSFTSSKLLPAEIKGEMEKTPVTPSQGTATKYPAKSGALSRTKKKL
# Kir21 inh – blocks the mouse Kir2.1 inward-rectifier potassium channel; HEK293-Kir2.1, FluxOR thallium flux fluorescence; hits give low values; 0.85% of 310,000 active; B-score at 10 µM; AID 1672;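 active = fluorescence ratio B-score at or below minus 3 SD of library scores, with starting-brightness B-score within 2 SD, cut at about -4.2 in these data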;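 also: channel flux triggered by added potassium and thallium sulfate stimulus; B-score of peak minus minimum fluorescence over baseline after thallium stimulus; more negative B-score means stronger Kir2.1 block with less thallium influx; some compounds called inactive have numbers as strong as hits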
# Target sequence (P35561 whole entry, looked up): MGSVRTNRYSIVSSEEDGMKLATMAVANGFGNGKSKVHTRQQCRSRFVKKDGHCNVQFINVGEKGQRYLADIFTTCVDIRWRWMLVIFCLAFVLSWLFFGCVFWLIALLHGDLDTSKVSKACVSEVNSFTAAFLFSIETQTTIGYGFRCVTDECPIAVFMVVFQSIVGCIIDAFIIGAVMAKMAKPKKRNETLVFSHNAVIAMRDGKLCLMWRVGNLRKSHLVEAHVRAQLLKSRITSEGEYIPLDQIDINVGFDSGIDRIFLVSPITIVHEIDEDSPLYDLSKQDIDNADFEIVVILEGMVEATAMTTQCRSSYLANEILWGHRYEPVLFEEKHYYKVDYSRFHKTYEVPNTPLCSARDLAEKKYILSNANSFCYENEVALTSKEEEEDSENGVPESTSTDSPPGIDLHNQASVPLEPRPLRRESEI
# Numbers without * were called inactive; nt = not tested or not shown.
STK33 inh	Kir21 inh	Structure
-1.1	-0.5	CC(=O)c1ccc(N2CCN(C(=O)C3CCCN(S(=O)(=O)c4cnc[nH]4)C3)CC2)cc1 (stereo not given)
nt	0.36	CC1(C)C2CCC1(CS(=O)(=O)Nc1ccc(S(=O)(=O)NC3CCCCC3)cc1)C(=O)C2 (stereo not given)
-1.2	-0.72	O=C(O)C1CSC(c2ccco2)N1 (stereo not given)
-1.8	-2.02	COCCN(C(=O)COC(=O)C1CC1C)c1c(N)n(Cc2ccccc2)c(=O)[nH]c1=O (stereo not given)
-1.6	-0.04	CCN1C(=O)/C(=C/c2nc3ccccc3c(=O)n2-c2ccccc2)c2ccccc21
-1.3	-0.31	COc1cc(OC)c(NC(=O)CN(C)S(=O)(=O)c2ccc3[nH]c(=O)oc3c2)cc1Cl
-2.3	0.81	CC(C)C(Nc1ccc(C(F)(F)F)cc1[N+](=O)[O-])C(=O)O (stereo not given)
-0.9	2.48	COc1ccc(CC(=O)NC(CC(=O)O)c2ccc(OC)cc2)cc1 (stereo not given)
-1.8	-0.02	CCC(C)(C)n1nnnc1C(c1cccnc1)N1CCCc2ccccc21 (stereo not given)
-0.2	0.04	CCn1cc(S(=O)(=O)NCc2ccc3c(c2)OCO3)cn1
-0.6	0.69	COc1ccc(/C=C/C(O)=C2/C(=O)N(C)C3(C)CC2c2ccccc2O3)cc1 (stereo not given)
1.6	-0.07	Cc1ccc(-n2nc(C)c(NS(=O)(=O)c3ccccc3)c2C)cc1C
-2.3	0.7	O=C(c1cccc(F)c1)N1CCN(c2cccc(C(F)(F)F)c2)CC1
-0.6	-1.28	CCOC(=O)Cc1nnc(NC(=O)c2ccccc2OC)s1
-0.8	0.05	Cc1ccc(C)c(Cn2nc(-c3cc(C)ccc3C)ccc2=O)c1
-0.5	1.44	Cc1ccc(C(=O)CC(=O)c2cc(Cl)ccc2O)cc1
-1.3	1.06	COc1ccc(-n2c(CSc3nc(C)cc(C)n3)nnc2SCC(=O)Nc2nccs2)cc1
-0.1	-0.21	C#CCOCCOCCOCCNc1nc(N2CCN(C(=O)Cn3cc(CCO)nn3)CC2)nc(N2CCN(C(=O)[C@H](C(C)C)n3cc(CCO)nn3)CC2)n1
-2.9	-0.2	O=C(Nc1ccc(N2CCOCC2)nc1)c1ccc(F)cc1
-2.2	1.39	COc1ccc(CCNC(=O)NS(=O)(=O)c2ccc(C)cc2)cc1OC

# (next part)
STK33 inh	Kir21 inh	Structure
-0.1	0.39	CCOc1ccc(C(C)=O)cc1COc1ccc(C)nc1[N+](=O)[O-]
0.5	0.63	CCSC(=S)c1c(C)[nH]n(-c2ccccc2)c1=O
-0.7	nt	O=C(CN(Cc1ccco1)C(=O)c1ccc([N+](=O)[O-])cc1)Nc1ccccc1C(F)(F)F
0.6	0.74	CCCC(C)NC(=O)COC(=O)c1ccc2c(c1)C(=O)N(Cc1ccco1)C2=O (stereo not given)
-0.6	-0.25	C=CC(O)Cc1c(C)n[nH]c1C (stereo not given)
11.3	1.22	CN1CCc2c(sc(NC(=O)c3ccc4ccccc4c3)c2C(N)=O)C1
2.2	0.02	COC(=O)c1ccccc1NC(=O)NCc1ccccc1
-0.9	-0.44	COc1cccc(-c2coc3cc4oc(=O)c(CC(=O)O)c(C)c4cc23)c1
1.1	0.45	CC(=O)Nc1ccc(C2=NN(Cc3nnc(-c4ccccc4)o3)C(=O)SC2)cc1
-0.7	0.08	COc1ccc(C(=O)O/N=C(/c2cccs2)C(C)(C)C)cc1
1.3	nt	O=C(Nc1ccc(N2CCCCCC2)cc1)c1ccc[nH]1
-5.0	-0.14	O=c1[nH]c2ccccc2c(O)c1O
0.6	0.66	C=CC[C@@]12C=C(OC)C(=O)C(OC)=C1O[C@H](c1ccc3c(c1)OCO3)[C@H]2C
-0.2	-4.43*	Cc1ccccc1CSc1nccn1-c1ccccc1
-2.0	-0.01	CCOc1ccc(-c2cc(C(=O)N3CCCC3)c3ccccc3n2)cc1
1.0	-0.9	CCOC(=O)N1CCN(c2c(NCCCN(CC)c3cccc(C)c3)c(=O)c2=O)CC1
-0.3	-0.15	COc1ccc(N2CC(C(=O)Nc3ccccc3N3CCCC3)CC2=O)c(OC)c1 (stereo not given)
-0.7	1.32	COc1ccc(CC(=O)N(CCC2=CCCCC2)c2c(N)n(Cc3ccccc3)c(=O)[nH]c2=O)cc1OC
-0.2	0.53	COc1cccc(OCC(=O)Nc2ccccc2NC(C)=O)c1
-0.3	-0.54	CC(C)CN1C(=O)c2ccccc2C1(O)Cc1ccccc1 (stereo not given)

# The list continues:
STK33 inh	Kir21 inh	Structure
1.4	-1.35	COc1ccccc1NC(=O)Cn1cncc1-c1ccc([N+](=O)[O-])cc1
-1.1	-1.33	COC(=O)CSc1ncnc2c(C)csc12
1.0	-0.18	Cc1cc(C)nc(SCc2ccc(C(=O)N/N=C3\CC(C)CC(C)(C)C3)cc2)n1 (stereo not given)
0.0	0.55	CN(CCc1ccccn1)C1CC(=O)N(c2ccc(Cl)cc2)C1=O (stereo not given)
-0.3	0.53	CC(C)(C)c1ccc(OCCC(=O)OCC(=O)NC(=O)NC2CCCC2)cc1
14.0	-0.67	Oc1ccc(/C=N/n2c(COc3ccccc3)n[nH]c2=S)cc1O
-0.3	0.52	COc1ccc(-c2nc(CS(=O)CC(=O)NCc3ccc4c(c3)OCO4)c(C)o2)cc1 (stereo not given)
-2.2	0.86	CC(NCCOCCOc1ccccc1)c1ccccc1 (stereo not given)
-2.3	3.07	O=C1CC(SC(=Nc2ccccc2)Nc2ccccc2)C(=O)N1c1cccc(Cl)c1 (stereo not given)
-0.7	1.77	Cc1ccc(NC(=S)c2ccccc2)cc1
-0.7	1.41	CCc1ccc(-c2cc(C)no2)cc1S(=O)(=O)N1CCN(c2ccccn2)CC1
4.0	1.41	COc1ccc(CCNC(=O)C(=O)NCC2CCCN2S(=O)(=O)c2ccccc2)cc1OC (stereo not given)
-0.3	nt	CCCCN(C(=O)c1cccc(-n2cnnn2)c1)c1c(N)n(CC(C)C)c(=O)[nH]c1=O
1.6	0.11	CC(C)CC(NC(=O)C1CCC(C)CC1)C(=O)Nc1ccc2c(c1)OCCO2 (stereo not given)
-0.4	-0.16	COc1ccc(CCCc2nnc(SCC(=O)Nc3cccc(C)c3)o2)cc1
-1.1	1.98	CCC(=O)NC(=S)Nc1ccc(NC(=O)c2ccc([N+](=O)[O-])cc2Cl)cc1
-0.6	0.48	COc1cccc(NC(=O)Nc2cccs2)c1
-1.1	-0.33	CN(C(=O)CC1C(=O)NCCN1CC1CCCCC1)C1CCOCC1 (stereo not given)
4.4	0.2	CCOC(=O)N1CCC(NC(=O)c2cnn3cccnc23)CC1
-12.6	-0.14	CC(O)CCc1ccc(O)cc1 (stereo not given)

# Additional results:
STK33 inh	Kir21 inh	Structure
-2.1	1.75	O=C(CSc1nnc(Cc2ccccc2)o1)N1CCCC1
-1.1	-1.3	CC(C(=O)O)n1c2ccccc2c2cnn(C)c(=O)c21 (stereo not given)
-1.4	2.34	CCCC(=O)Nc1nnc(/C=C/c2ccc(OC)cc2)s1
-0.6	-1.07	COc1ccc(/C=N/N(C)c2cc(=O)n(C)c(=O)[nH]2)cc1OC
-0.5	0.46	CC(C)CC(NC(N)=O)C(=O)Nc1cccc([N+](=O)[O-])c1 (stereo not given)
-0.7	-0.77	CCOC(=O)c1c(-c2ccc(C)cc2C)csc1NC(=O)CSc1nnnn1C
-1.6	-0.61	CC(C)N1C(=S)SC(C)(C)C1NO (stereo not given)
-1.1	nt	CC(C)(C)OC(=O)C[C@@H]1C/C=C\C[C@@H](CC(=O)N[C@H](CO)Cc2ccccc2)C(=O)NC[C@H](c2ccccc2)OC1=O
1.2	-1.52	C=CCNC(=O)COC(=O)c1c2c(nc3ccccc13)CCC2
1.1	-0.09	CCO[C@H]1OC(C(=O)N2CCOCC2)=C[C@@H](c2ccccc2)[C@@H]1CCCO
-0.7	-0.14	Cc1cc(C)nc(SCc2cc(=O)c(OC(=O)c3cc([N+](=O)[O-])ccc3Cl)co2)n1
0.0	-0.76	O=C(CC1C(=O)NCCN1C/C=C/c1ccccc1)NCCc1cccnc1 (stereo not given)
-0.8	0	O=C(c1ccc2c(c1)OCO2)C1CCCN(C(=O)NCc2ccccc2)C1 (stereo not given)
-0.6	0.24	COC(=O)c1cccc(NC(=O)Cn2nnc3ccccc32)c1
nt	-1.18	Cc1[nH]n(-c2ccccc2)c(=O)c1N=Nc1ccccc1O
1.0	-2.47	Cc1oc2cc(OC(=O)c3ccco3)ccc2c(=O)c1-c1nc2ccccc2n1C
-2.1	0.68	NC(=O)CC(NC(=O)Cc1ccc(Cl)cc1)c1ccc(NCCOc2ccccc2)c([N+](=O)[O-])c1 (stereo not given)
nt	0.51	COc1ccccc1OCC(=O)N/N=C/C=C/c1ccc([N+](=O)[O-])o1
-1.1	1	CC(Oc1ccc(S(=O)(=O)N2CCCC2)cc1[N+](=O)[O-])C(=O)N(C)c1ccccc1 (stereo not given)
-1.0	-1.75	COc1cc(SC)ccc1C(=O)OCC(=O)NCCC1=CCCCC1

# Quoted from the listing.
# `COc1ccc(/C=N/N(C)c2cc(=O)n(C)c(=O)[nH]2)cc1OC` in STK33 inh: -0.6
# `COc1ccccc1OCC(=O)N/N=C/C=C/c1ccc([N+](=O)[O-])o1` in Kir21 inh: 0.51
# `COc1cc(SC)ccc1C(=O)OCC(=O)NCCC1=CCCCC1` in Kir21 inh: -1.75

# Record cards (already shown). Values in the order: STK33 inh, Kir21 inh
# CC(C(=O)O)n1c2ccccc2c2cnn(C)c(=O)c21 (stereo not given) as listed: -1.1, -1.3
# CC(C)CC(NC(N)=O)C(=O)Nc1cccc([N+](=O)[O-])c1 (stereo not given) as listed: -0.5, 0.46
# Cc1cc(C)nc(SCc2cc(=O)c(OC(=O)c3cc([N+](=O)[O-])ccc3Cl)co2)n1 as listed: -0.7, -0.14
# O=C(CC1C(=O)NCCN1C/C=C/c1ccccc1)NCCc1cccnc1 (stereo not given) as listed: 0.0, -0.76

# The list goes on:
STK33 inh	Kir21 inh	Structure
1.1	-1.34	COc1cccc(CNCCO)c1OCc1ccccc1Cl
nt	0.11	COc1ccc(CNC(=O)N2CCN(c3ccc(F)cc3)CC2)cc1
-1.5	-0.36	Cc1cc(=O)n2nc(N3CCC(C(=O)NCc4ccc(Cl)cc4)CC3)sc2n1
0.0	nt	COc1ccccc1N1CC(C(=O)NCC2COc3ccccc3O2)CC1=O (stereo not given)
1.5	1.05	O=C(Nc1cccnc1)c1ccc(COc2ccccc2Br)o1
-0.2	0.51	CCOc1ccccc1NC(=O)c1cccc(NC(=O)CC(c2ccccc2)c2ccccc2)c1
0.3	1.32	O=[N+]([O-])c1cc(C(F)(F)F)ccc1NN=C1CCCC1
-1.2	0.02	CC(C)Cn1c(N)c(C(=O)COC(=O)[C@H](C)NC(=O)c2ccccc2Cl)c(=O)n(C)c1=O
-1.8	2.24	COc1ccc(CN=C2NC(=O)CC(C(=O)Nc3ccc(Cl)cc3)S2)cc1 (stereo not given)
nt	0.39	CCOc1ccc(CN2CCNC(=O)C2CC(=O)NCCc2nc(C)c3c(n2)CCC3)cc1 (stereo not given)
0.4	-1.77	Cc1cccc(N=C2NC(=O)/C(=C/c3cccs3)S2)c1
-3.5	-0.7	COc1cc2c(cc1OC)CN(C(C)C(=O)Nc1ccc(NC(C)=O)cc1)CC2 (stereo not given)
0.7	0.01	CS(=O)(=O)N(CC(O)Cn1c2ccccc2c2ccccc21)c1cccc2ccccc12 (stereo not given)
-1.8	0.17	Cc1nn(-c2ccc(Cl)cc2)c2[nH]c(=O)c(CNCc3ccc4c(c3)OCO4)cc12
1.4	0.25	Oc1cccc(CCC2CCCCN2Cc2cn[nH]c2-c2ccc3c(c2)OCO3)c1 (stereo not given)
-0.6	-0.6	CCOc1ccc(CCNC(=O)COC(=O)c2cccc(OC)c2O)cc1OCC
0.0	0.54	Cc1ccc(C(C(=O)NC(C)(C)C)N(Cc2ccccc2)C(=O)c2snc(C(N)=O)c2N)o1 (stereo not given)
-1.0	-0.14	C/C(=N/NS(=O)(=O)c1ccccc1)c1c[nH]c2ccccc12
-1.9	-2.03	CCN(CC)S(=O)(=O)c1ccc(OC)c(NC(=O)c2ccc(=O)[nH]c2)c1
7.1	0.26	COc1ccc(-c2ccc(CCC(=O)O)n2NC(=O)c2cccs2)cc1

# Random excerpt: two compounds from above
STK33 inh	Kir21 inh	Structure
0.7	0.01	CS(=O)(=O)N(CC(O)Cn1c2ccccc2c2ccccc21)c1cccc2ccccc12 (stereo not given)
1.5	1.05	O=C(Nc1cccnc1)c1ccc(COc2ccccc2Br)o1

# Following part.
STK33 inh	Kir21 inh	Structure
0.9	0.85	O=C(O)c1ccc(CSc2nnc(-c3ccco3)n2-c2ccccc2)cc1
-2.2	0.05	O=C(CNC(=O)c1ccccc1)OCCCOC(=O)CNC(=O)c1ccccc1
-6.7	0	CC(C)(C)c1cc(/C=C2\NC(=O)NC2=O)cc(C(C)(C)C)c1O
nt	-0.34	CC(=O)N(c1nc(CCl)cs1)c1ccc(C)cc1C
6.4	nt	O=C(Nc1ccc(N2CCOCC2)c(S(=O)(=O)Nc2ccccc2Cl)c1)c1ccc(F)cc1
-0.3	-0.92	COc1ccc(/C(C)=N/OCC(=O)Nc2nc3ccccc3s2)cc1

# Sorted by count of non-hydrogen atoms (low to high): some entries from above
STK33 inh	Kir21 inh	Structure
nt	-0.34	CC(=O)N(c1nc(CCl)cs1)c1ccc(C)cc1C
-1.0	-0.14	C/C(=N/NS(=O)(=O)c1ccccc1)c1c[nH]c2ccccc12
-0.3	-0.92	COc1ccc(/C(C)=N/OCC(=O)Nc2nc3ccccc3s2)cc1
7.1	0.26	COc1ccc(-c2ccc(CCC(=O)O)n2NC(=O)c2cccs2)cc1
0.9	0.85	O=C(O)c1ccc(CSc2nnc(-c3ccco3)n2-c2ccccc2)cc1
-2.2	0.05	O=C(CNC(=O)c1ccccc1)OCCCOC(=O)CNC(=O)c1ccccc1
0.0	0.54	Cc1ccc(C(C(=O)NC(C)(C)C)N(Cc2ccccc2)C(=O)c2snc(C(N)=O)c2N)o1 (stereo not given)

# From PubChem
